From PubChem
DSG3 Ab inh: inhibitors of pemphigus antibody binding to DSG3, primary screen, biochemical, bead-based, flow cytometry, scFv-GFP | AID 588358, 2011 | binding (percent of control), % at 10 µM | 310,000 compounds, 0.48% hits | DSG3-coupled beads, scFv-anti-DSG3-GFP binding; stronger effect = lower value | Desmoglein-3 (Homo sapiens), P32926;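 active means binding more than 3 SD below its plate's average and above zero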; further: some compounds called inactive have numbers as strong as hits
CDK5 inh: inhibitors of human CDK5/p35 kinase, primary screen, biochemical, single concentration. Recombinant CDK5/p35, ADP-Glo luminescence, 60 min. inhibition, % at 10 µM. Cyclin-dependent kinase 5 (Homo sapiens) + Cyclin-dependent kinase 5 activator 1 (Homo …. 330,000 compounds, 0.01% hits;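 active means highest replicate inhibition of at least 50% and at least 75% of replicates reaching 50%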;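 further: plate controls were DMSO neutral control for no effect and GW8510 at 10 µM for full effect; many of its hits are not listed in these tables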
Target sequence (Q00535 whole entry, looked up): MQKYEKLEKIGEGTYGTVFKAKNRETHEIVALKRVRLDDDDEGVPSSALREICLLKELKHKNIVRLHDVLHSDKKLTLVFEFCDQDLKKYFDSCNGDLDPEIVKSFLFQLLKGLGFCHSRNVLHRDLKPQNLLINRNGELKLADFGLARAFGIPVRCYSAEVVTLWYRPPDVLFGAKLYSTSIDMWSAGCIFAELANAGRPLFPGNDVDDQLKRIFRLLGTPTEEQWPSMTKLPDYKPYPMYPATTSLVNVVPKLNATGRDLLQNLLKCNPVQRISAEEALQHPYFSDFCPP
Target sequence (Q15078 whole entry, looked up): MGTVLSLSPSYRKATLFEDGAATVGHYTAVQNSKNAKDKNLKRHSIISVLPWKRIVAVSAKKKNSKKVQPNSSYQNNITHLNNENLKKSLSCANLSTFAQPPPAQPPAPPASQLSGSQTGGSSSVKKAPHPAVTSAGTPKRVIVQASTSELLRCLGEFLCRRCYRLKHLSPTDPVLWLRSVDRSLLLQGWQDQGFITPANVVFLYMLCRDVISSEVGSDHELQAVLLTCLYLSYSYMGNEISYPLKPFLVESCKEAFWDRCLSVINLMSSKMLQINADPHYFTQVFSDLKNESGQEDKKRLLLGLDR
Arr AP2 block: inhibitors of beta-arrestin/AP2 binding, primary screen, biochemical, GPCR trafficking, flow cytometry. beta-arrestin 1 C-terminal peptide binding to AP2 beta2-adaptin appendage (human). FITC-arrestin peptide / GST-AP2 beads; AP2 beta2 appendage carries R879A mutation. inhibition, % at 10 µM. 340,000 compounds, 0.31% hits. AID 504490, 2011;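 active means inhibition above a set limit, near 3 SD of compounds lacking own fluorescence, cut at about 54% in these data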;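 further: plate controls were DMSO wells for no effect and 5 µM unlabelled arrestin peptide for full effect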
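test system = AP2 appendage R879A on GSH beads | buffer or medium = PBS plus Tween 20 (0.05%) and BSA (0.1%) | incubation = 12 min plus 1 h, RT | detection = bead flow cytometry, FITC channel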
Mot1-301 SUMO: yeast Mot1-301 growth rescue at high temperature, primary screen, SUMOylation pathway inhibitor project, S. cerevisiae, ATP luminescence, 38.5C | S. cerevisiae Mot1-301 growth rescue; percent above DMSO median, 100 means doubled | growth rescue, % at 18.8 µM | 320,000 compounds, 1% hits | AID 2716, 2010;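 active means every valid replicate shows activation above 250% relative to neutral control wells; inactive means the rest, any valid replicate at or below 250%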;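 further: OY570 slx delta 5 strain wells were the positive control but not used for scaling; some compounds called inactive have numbers as strong as hits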
NSD2 HMT inh: NSD2 histone methyltransferase inhibitors, primary screen, biochemical, AlphaScreen, single concentration, set 2; AID 743445, 2014; Histone-lysine N-methyltransferase NSD2 (Homo sapiens), O96028; NSD2 peptide methylation, 120 min; 310,000 compounds, 0.54% hits; inhibition, % at 12.5 µM; in the data active means inhibition above about 50%
dFosB act: activators of delta FosB homodimer, primary screen, biochemical, fluorescence polarization, TAMRA-CDK5 oligo, single point | activation, % at 25 µM | 340,000 compounds, 0.99% hits | purified delta FosB; percent of positive-control signal above neutral wells;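 active means mean activation above about 17%, with every replicate also reaching it, limit read from the data, passing the limit was not always enough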;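 further: fluorescence polarization rise as delta FosB binds a TAMRA Cdk5 AP-1 oligo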
SR-BI DiI-HDL act: activators of SR-BI mediated DiI-HDL uptake, primary screen, ldlA[mSR-BI] CHO cells, DiI fluorescence; 3 h; 100 = double the neutral-control signal; activation, % at 12.5 µM; 320,000 compounds, 0.096% hits;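 active means mean replicate activation of at least 60% and every replicate at or above 60%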;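 further: 0% = median plate neutral-control signal and 100% = twice that signal; values of inactives mirror those of a sister screen read the other way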
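Material: SR-BI-overexpressing, LDLR-lacking CHO cells; schedule: compound exposure 3 h, 37 °C; reagent: DiI-labelled HDL at 10 µg/mL final; technique: bottom-read fluorescence, 550/595 nm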
MITF act: activators of MITF-driven TRPM1 promoter reporter, primary screen, cell-based, SK-MEL-5, luciferase, single point; SK-MEL-5 TRPM1-promoter luciferase, 24 h; % of positive control, neutral wells = 0; 300,000 compounds, 0.75% hits; AID 588334, 2011; activation, % at 12.5 µM;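 active means mean activation of at least 80% with every replicate also reaching 80%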;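 further: 0% = neutral control wells and 100% = parthenolide positive control wells; values of inactives mirror those of a sister screen read the other way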
SR-BI DiI inh: inhibitors of SR-BI mediated HDL lipid uptake, primary screen, ldlA[mSR-BI] cells, fluorescence, single point | ldlA[mSR-BI] CHO cells, DiI-HDL uptake fluorescence, 3 h | inhibition, % at 12.5 µM | 320,000 compounds, 0.96% hits | AID 488896, 2010;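 active means mean replicate inhibition of at least 70% and a set share of replicates each scoring 70 or more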;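 further: 0% = median of neutral control wells and 100% = median of positive control wells; values of inactives mirror those of a sister screen read the other way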
PKA-R2B activ: activators of PKA-R2B holoenzyme, primary screen, biochemical, fluorescence polarization, Cy5-IP20, human | PKA-R2B holoenzyme dissociation; R2B truncated from residue 108, S112A mutant; 0% DMSO only, 100% 113 µM cGMP | activation, % at 11.4 µM | 340,000 compounds, 0.079% hits;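 active means activation above a cutoff set at the mean over all compounds plus 3 SD, cut at about 18% in these data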;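 further: higher means more holoenzyme dissociation and a rise in polarization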
Target sequence (P31323 whole entry, looked up, other chains not shown, the tested form may be a part): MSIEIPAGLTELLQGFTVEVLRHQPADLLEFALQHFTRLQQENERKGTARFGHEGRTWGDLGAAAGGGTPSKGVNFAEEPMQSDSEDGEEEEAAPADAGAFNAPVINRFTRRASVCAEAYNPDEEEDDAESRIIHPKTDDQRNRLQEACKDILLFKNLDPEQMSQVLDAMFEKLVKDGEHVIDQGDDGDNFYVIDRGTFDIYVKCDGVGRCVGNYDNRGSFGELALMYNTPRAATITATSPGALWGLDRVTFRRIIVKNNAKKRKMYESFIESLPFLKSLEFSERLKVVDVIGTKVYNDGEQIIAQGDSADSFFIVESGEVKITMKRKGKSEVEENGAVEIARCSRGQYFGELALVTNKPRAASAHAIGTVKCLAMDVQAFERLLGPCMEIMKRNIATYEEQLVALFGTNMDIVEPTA
PKA-R1A act: activators of PKA-R1A holoenzyme, primary screen, biochemical, fluorescence polarization, Cy5-IP20, bovine R1A, mouse PKAc. PKA-R1A dissociation; scaled: DMSO 0%, 113 µM cGMP 100%. activation, % at 11.4 µM. 340,000 compounds, 0.083% hits. AID 504707, 2011;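 active means percent activation above the mean of all tested compounds plus 3 SD, cut at about 19% in these data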;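 further: higher means more PKAc released from R1A so a rise in polarization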
Starred values were filed as active, the others as inactive; / = no result given.

SMILES	DSG3 Ab inh	CDK5 inh	Arr AP2 block	Mot1-301 SUMO	NSD2 HMT inh	dFosB act	SR-BI DiI-HDL act	MITF act	SR-BI DiI inh	PKA-R2B activ	PKA-R1A act
CCc1ccc(C(=O)C(C)OC(=O)Cn2[nH]c(=O)c3ccccc3c2=O)cc1 (configuration not stated)	/	-1.1	5	-3	-2	-8	21	0	-21	-3	-3
O=[N+]([O-])c1ccccc1/C=N/N1CCN(c2ccncc2S(=O)(=O)N2CCCCC2)CC1	100	0.2	30	30	9	-8	-16	5	16	-5	-11
CC(=O)NCc1ccc(C(=O)CSc2nnc(-c3ccncc3)n2Cc2ccccc2)o1	/	1.2	-7	61	/	-7	10	6	-10	2	-8
COc1ccc(C(=O)Cn2nnc(-c3ccccc3NC(=O)c3ccco3)n2)cc1	94	-0.6	-7	/	/	-2	0	-1	0	6	-9
N#Cc1cc(C(=O)c2cc(Cl)ccc2O)cn(-c2ccccc2)c1=O	99	-0.6	/	1	-2	-9	76*	12	-76	-1	2
CCCn1c(N)c(N(CCOC)C(=O)CSCC(=O)Nc2ccc(C)cc2)c(=O)[nH]c1=O	/	-3.6	-6	-16	-1	0	32	-5	-32	2	-4
Cc1occc1-c1nnc(SCC(=O)NC2CCCCC2C)o1 (configuration not stated)	108	-12	-6	/	2	-1	-14	2	14	0	-9
CC(=O)NS(=O)(=O)c1ccc(NC(=O)c2cc(-c3ccc(C)c(C)c3)nc3ccccc23)cc1	109	-1.7	6	2	3	-27	/	2	/	4	1
Cc1ccc(C(=O)Nc2ccccc2C(=O)NCC2CCCO2)cc1 (configuration not stated)	109	-0.6	28	-7	-6	-7	0	11	0	-17	-9
CCOC(=O)C1C(=O)C=C(c2cccs2)CC1c1ccccc1C (configuration not stated)	/	0.8	9	13	2	-9	22	2	-22	-1	4
CCOC(=O)c1c(NC(=O)C2COc3ccccc3O2)sc(C)c1C (configuration not stated)	103	1.6	35	310	-5	-10	-45	10	45	1	0
Cc1cc(NC(=O)CSc2nc(-c3cccs3)cc(C(F)(F)F)n2)no1	100	13	7	6	-3	3	-63	-34	63	6	-7
O=C(N/N=C/c1cc(Br)c(Br)s1)c1ccncc1	117	0.5	2	4	-2	-22	1	-27	-1	-5	2
C/C(=N\Nc1ccc(F)cc1F)c1ccccc1O	98	-0.4	1	48	-1	-1	-7	65	7	5	0
COc1ccc(CC(=O)Nc2ccc3c(c2)OCO3)cc1S(=O)(=O)N1CCOCC1	100	0.5	-1	6	8	-1	16	-1	-16	4	-3
O=C(NCc1ccc(F)cc1)C(c1ccccc1)N(C(=O)c1csnn1)c1ccccc1 (configuration not stated)	108	-1.6	4	-7	-1	-4	12	8	-12	4	-5
C[C@@H](C(=O)NCc1ccco1)N1C(=O)N2CCc3c([nH]c4ccccc34)[C@@]2(C)C1=O	/	-0.3	-4	5	/	2	-41	0	41	3	-1
N#CCCN1CCN(Cc2cc(-c3ccccc3)ccc2O)CC1	85	-1.1	14	/	1	-1	-11	/	11	9	-4
CCOC(=O)c1c(C)c(C(=O)N2CCc3ccccc3C2)c(C)n1CC	99	2.2	-1	21	3	-8	-9	-2	9	1	-2
CC1CC(C)CN(c2oc(-c3ccccc3Cl)nc2C#N)C1 (configuration not stated)	101	-0.6	118*	15	-1	-4	-23	12	23	7	9
CC(C)(C)OC(=O)NC(CCCCNC=O)C(=O)O (configuration not stated)	99	1.1	-5	-16	6	-6	26	-4	-26	-1	-17
O=C(CS(=O)(=O)c1ccccc1)N1CCCCCC1	/	-0.3	-3	5	-1	-14	/	26	/	-4	10
Cc1ccccc1OCC(=O)O/N=C(\N)Cc1cccs1	94	-1.4	-3	7	-4	-5	3	44	-3	-1	3
Cc1ccnc(NCc2ccccc2O)c1	133	-0.2	3	-24	-2	-1	-4	/	4	1	-1
COc1cccc2c1OC[C@@H](CO)[C@H]2N(C)C(=O)Nc1ccccc1	103	-0.7	-4	/	0	0	6	5	-6	-15	-5

Three successive entries already listed:
SMILES	DSG3 Ab inh	CDK5 inh	Arr AP2 block	Mot1-301 SUMO	NSD2 HMT inh	dFosB act	SR-BI DiI-HDL act	MITF act	SR-BI DiI inh	PKA-R2B activ	PKA-R1A act
Cc1ccccc1OCC(=O)O/N=C(\N)Cc1cccs1	94	-1.4	-3	7	-4	-5	3	44	-3	-1	3
Cc1ccnc(NCc2ccccc2O)c1	133	-0.2	3	-24	-2	-1	-4	/	4	1	-1
COc1cccc2c1OC[C@@H](CO)[C@H]2N(C)C(=O)Nc1ccccc1	103	-0.7	-4	/	0	0	6	5	-6	-15	-5

Following part
SMILES	DSG3 Ab inh	CDK5 inh	Arr AP2 block	Mot1-301 SUMO	NSD2 HMT inh	dFosB act	SR-BI DiI-HDL act	MITF act	SR-BI DiI inh	PKA-R2B activ	PKA-R1A act
Cc1ccc(-c2cc(C(=O)N/N=C/c3c(C)nn(-c4ccccc4)c3C)n[nH]2)s1	81	3.2	0	/	-1	4	-67	-21	67	-16	-21
COc1ccc(C2=NOC(Cn3nc(C(=O)NCc4ccc(C)cc4)cc3-c3ccccc3)C2)cc1 (configuration not stated)	107	-0.5	-1	-4	/	-1	-24	1	24	8	3
CCc1ccc(C(C(=O)NCCOC)N(C(=O)Cn2nnc3ccccc32)c2cccnc2)cc1 (configuration not stated)	/	-0.2	7	45	0	0	3	/	-3	5	-7
Cc1nc(N2CCN(c3ccccn3)CC2)c2c(C)c(C(=O)N3CCN(c4ccc(F)cc4)CC3)sc2n1	105	-0.2	4	287	-3	-6	-51	2	51	-12	4
CN(Cc1ccccc1)c1nc(-c2cccc([N+](=O)[O-])c2)nc2ccccc12	99	0.6	-4	13	-1	-19	-39	0	39	-2	-13
COc1ccc(-n2nnnc2SCC(=O)Nc2cccc(O)c2)cc1	113	0.7	-9	-3	-1	-16	-4	/	4	0	-10
CSc1ncccc1C(=O)NC1CCCCCC1	120	-0.5	22	-19	-1	-1	9	3	-9	-5	-11
O=c1[nH]c(-c2ccccc2)nc2sc(-c3ccccc3)cc12	113	0.9	4	-8	-3	-8	-34	45	34	-6	-14
CC1CCN(C(=O)Cn2cc(SCC(=O)NCC3CCCO3)c3ccccc32)CC1 (configuration not stated)	/	1.2	42	3	24	0	6	-5	-6	1	-3
CCOC(=O)CN(C)Cc1cn(C)nc1-c1ccc(Oc2ccccc2)cc1	108	0.2	1	14	-2	-6	-3	1	3	-11	1
c1coc(C2=Nc3cccc4cccc(c34)N2)c1	78*	0.5	7	-8	11	6	-3	2	3	-1	-5
Cc1cccc(OCC(=O)N/N=C/c2cn[nH]c2-c2ccc(Cl)c(Cl)c2)c1	102	-1.0	0	-12	-3	-31	-17	0	17	-8	2
COc1nc(N(C)C)nc(N(C#N)CCOC(C)=O)n1	100	-0.9	-3	173	0	-4	5	-7	-5	1	-2
O=C(NNC(=O)NC1CCCCC1)NC1CCCCC1	110	-1.1	4	-3	3	-3	8	1	-8	-16	-3
CCOc1cc(N2CCOCC2)c(OCC)cc1NC(=O)c1cccc(S(=O)(=O)N2CCOCC2)c1	/	0.2	8	-8	3	-8	-64	6	64	-16	10
Cc1ccc(N(CC(N)=O)C2SC(=O)NC2=O)cc1 (configuration not stated)	104	-0.3	11	-15	-1	0	-4	3	4	-4	-12
CN1CCN(CCc2cn3ncc(C#N)c3nc2-c2ccc(F)cc2)CC1	114	0.1	17	-8	-1	-2	/	1	/	-9	2
CC1CCN(S(=O)(=O)c2nnc(NC(=O)c3cccc([N+](=O)[O-])c3)s2)CC1	106	/	-18	-10	-1	8	-16	-10	16	9	-16
CC(=O)c1ccc(S(=O)(=O)Nc2cccc(-c3ccc(N4CCOCC4)nn3)c2)cc1	106	0.7	-2	-6	3	-11	-1	58	1	2	0
COCCOC(=O)c1c(NC(=O)CN2CCc3ccccc32)sc(C(N)=O)c1C	105	0.8	-4	370	2	-11	-17	-6	17	-6	-4
O=C(CCS(=O)(=O)c1ccccc1)Nc1nc2cc3c(cc2s1)OCCO3	100	-0.1	-1	-9	-2	-2	-3	4	3	4	-3
CCOc1c2ccc(C(=O)NCCCCc3ccccc3)cc2nn1CC	105	-0.2	19	0	/	6	9	0	-9	-9	0
COc1cc(SC)ccc1C(=O)OCC(=O)NCCC1=CCCCC1	99	-0.4	2	12	-5	-8	15	-1	-15	-9	-3
CCN(CC)C(=O)[C@H]1C[C@H](CC(=O)NCCCn2ccnc2)C(=O)N2CCc3c([nH]c4ccc(Cl)cc34)[C@]12C	99	1.0	-3	/	/	-1	-3	9	3	-13	-4
COc1ccccc1CNC(=O)C1CCC(=O)N1C(C)C (configuration not stated)	96	-3.6	2	595*	-1	-3	9	-4	-9	0	-4
SMILES	DSG3 Ab inh	CDK5 inh	Arr AP2 block	Mot1-301 SUMO	NSD2 HMT inh	dFosB act	SR-BI DiI-HDL act	MITF act	SR-BI DiI inh	PKA-R2B activ	PKA-R1A act
COc1ccc(OC)c(C2SCCN2S(C)(=O)=O)c1 (configuration not stated)	102	1.6	13	2	0	-4	3	8	-3	8	-13
CCCOc1cccc(C(=O)Nc2nnn(CCC)n2)c1	109	-2.0	-1	96	-7	-10	21	32	-21	-18	-8
CCn1c(SCC(=O)N2CCCCC2C)nnc1-c1ccc(S(=O)(=O)N2CCN(C)CC2)cc1 (configuration not stated)	105	-1.2	12	-15	-2	-3	19	/	-19	-11	-18
COc1cccc(NC(=O)Nc2ccc(Br)cn2)c1	101	0.6	2	12	0	2	/	106*	/	5	-5
O=C(CCN1C(=O)S/C(=C\c2ccccc2)C1=O)NCCCn1ccnc1	/	0.9	48	-12	-8	-8	23	14	-23	3	-3
Cc1nc(NC(=O)/C=C/c2ccccc2)sc1C(=O)NCCO	101	-0.5	-7	-16	-2	-14	-45	2	45	0	-11
CCNc1ccc(C(=O)OC(C(=O)NC(N)=O)C(C)C)cc1[N+](=O)[O-] (configuration not stated)	122	-4.6	-19	1	1	-1	0	-11	0	-6	-13
